Tcruzi prolif – T. cruzi intracellular proliferation inhibitors, primary screen, cell-based, beta-gal Tulahuen parasites, NIH3T3 host, luminescence | inhibition, % at 8.34 µM | 77,000 compounds, 5.9% hits | T. cruzi beta-gal in NIH3T3, GalScreen luminescence, 90 h;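 active means mean inhibition above about 93%, with at least 55% of replicates each passing it, limit read from the data, passing the limit was not always enough; inconclusive means only one of those two conditions holds; inactive means neither condition holds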
C diff growth – C. difficile growth inhibitors, primary screen, HTS | Clostridium difficile clinical isolate growth, OD600, 24 h; stronger effect = lower value | growth activity, negative = inhibition, % at 16 µg/mL (by protocol) | 86,000 compounds, 0.25% hits | AID 1259249, 2017;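 active means mean growth activity at or below -80% and every replicate also at or below -80%; inconclusive means mean at or below -80% but some replicate above -80%; inactive means mean growth activity above -80%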;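 further: 0% = DMSO wells and -100% = levofloxacin 16 µg/mL wells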
KDM4C inh – inhibitors of GASC-1 (KDM4C) histone demethylase, primary screen, biochemical, single concentration HTS; GST-KDM4C 2-372, H3K9me3 peptide, LANCE TR-FRET; AID 720574, 2013; Lysine-specific demethylase 4C (Homo sapiens), Q9H3R0; inhibition, % at 12.5 µM; 96,000 compounds, 0.15% hits;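 active means mean replicate inhibition above about 25%, with at least 55% of replicates also reaching it, limit read from the data, passing the limit was not always enough; inconclusive means only one of those two conditions met; inactive means neither condition met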
Target sequence (Q9H3R0 2-372 limits assumed): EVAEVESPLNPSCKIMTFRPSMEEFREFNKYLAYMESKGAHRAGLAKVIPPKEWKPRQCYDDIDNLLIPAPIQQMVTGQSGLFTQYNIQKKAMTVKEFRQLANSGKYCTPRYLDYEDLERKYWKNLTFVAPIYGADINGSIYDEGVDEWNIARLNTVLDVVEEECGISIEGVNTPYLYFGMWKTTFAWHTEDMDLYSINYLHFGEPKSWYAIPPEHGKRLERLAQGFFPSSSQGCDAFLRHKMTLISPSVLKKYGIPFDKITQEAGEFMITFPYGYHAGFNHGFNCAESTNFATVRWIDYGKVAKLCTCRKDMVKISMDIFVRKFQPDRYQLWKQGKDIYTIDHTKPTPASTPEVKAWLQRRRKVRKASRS
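Material: GST-tagged GASC-1 (JMJD2C) catalytic fragment, aa 2-372 / Quantity: enzyme final amount 10 nM / Medium: HEPES buffer, pH 7.5, plus ascorbate / Doses: one test concentration per compound / Incubation: 30 min reaction, 60 min detection, RT / Measured by: LANCE TR-FRET / Read-out: inhibition from TR-FRET ratio decrease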
Pf Dd2 growth – P. falciparum Dd2 growth inhibitors, primary screen, SYBR Green fluorescence, single dose replicates | 72 h; stronger effect = lower value | activity change, % at 10 µM | 94,000 compounds, 2.3% hits | AID 1159554, 2015; in the data active means activity change below about -80%; inconclusive means no clear call, values can overlap the other calls
Starred values were filed as active, the others as inactive; ? = inconclusive; / = not tested or not shown; & = joins results of further samples.

SMILES	Tcruzi prolif	C diff growth	KDM4C inh	Pf Dd2 growth
Cc1noc(C)c1NC(=O)Nc1ccc2c(c1)C(=O)N([C@H](C)CO)C[C@H](C)[C@@H](CN(C)C(=O)NC(C)C)OCCCC[C@@H](C)O2	/	2	0.1	59
C[C@H]1CN([C@@H](C)CO)C(=O)c2cc(NC(=O)C3CC3)ccc2O[C@@H]1CN(C)C(=O)Nc1ccccc1	2	-3	-0.7	14
O=C(C[C@@H]1C[C@@H]2c3cc(NC(=O)c4cccnc4)ccc3O[C@@H]2[C@@H](CO)O1)NCc1cccnc1	65	/	1.7	20
Cc1ccc(S(=O)(=O)N(C)C[C@@H]2OCCCC[C@H](C)Oc3ccc(NS(=O)(=O)c4cn(C)cn4)cc3C(=O)N([C@@H](C)CO)C[C@H]2C)cc1	26	2	-1.8	-49
COCC#Cc1ccc2c(c1)O[C@@H](CN(C)Cc1ccc3c(c1)OCO3)[C@@H](C)CN([C@H](C)CO)S2(=O)=O	/	0	1.1	-59
O=C(C[C@H]1C[C@@H]2c3cc(NC(=O)C4CCOCC4)ccc3O[C@@H]2[C@H](CO)O1)NCCc1ccccc1	1	-6	-2.6	-4
O=C(C[C@H]1CC[C@H]2[C@@H](COC[C@@H](O)CN2C(=O)Nc2ccc(Cl)cc2)O1)N1CCCCC1	4	/	6.9	4
COc1ccc(NC(=O)N(C)C[C@H]2Oc3ccc(NC(=O)Nc4ccc(C(F)(F)F)cc4)cc3C(=O)N([C@H](C)CO)C[C@@H]2C)cc1	/	2	-0.8	-27
CCCNC(=O)C[C@H]1CC[C@@H]2[C@H](COC[C@H](O)CN2C(=O)Nc2ccccc2OC)O1	-120	/	0.2	8
C[C@H](CO)N1C[C@H](C)[C@@H](CN(C)Cc2ccncc2)OCCCC[C@H](C)Oc2ccc(NC(=O)c3ccccc3)cc2C1=O	-35	-5	1.7	-5
CNC[C@@H]1Oc2ccc(NC(=O)Nc3cccc4ccccc34)cc2C(=O)N([C@H](C)CO)C[C@@H]1C	/	0	-0.8	-8
C[C@H](CO)N1C[C@H](C)[C@@H](CN(C)C(=O)Nc2cccc3ccccc23)Oc2ccc(NC(=O)CCC(F)(F)F)cc2C1=O	-8	0	-0.4	-1
COc1ccc(-c2ccc3c(c2)[C@H]2[C@H](CCN2Cc2cncnc2)[C@H](CO)N3)cc1	97	-8	-1.7	-46
Cc1ccc(S(=O)(=O)Nc2ccc3c(c2)C(=O)N([C@H](C)CO)C[C@@H](C)[C@@H](CN(C)S(=O)(=O)c2ccccc2)OCCCC[C@@H](C)O3)cc1	/	-11	12	-64
C[C@H]1CN([C@@H](C)CO)C(=O)Cc2cc(NC(=O)Cc3ccccc3)ccc2O[C@H]1CN(C)Cc1ccc(Oc2ccccc2)cc1	73	49	-1.9	-2
CN(C)C(=O)c1cccc(-c2ccc3c(c2)[C@@H]2[C@@H](CCN2C(=O)c2ccccc2)[C@H](CO)N3C)c1	95	11	-0.6	-37
C[C@H]1CN([C@@H](C)CO)C(=O)c2cccc(NS(=O)(=O)c3ccc(F)cc3)c2O[C@@H]1CN(C)C(=O)Nc1ccc(F)cc1	-3	-2	0.3	-3
C[C@H]1CCCCO[C@@H](CN(C)C(=O)Nc2ccccc2)[C@@H](C)CN([C@@H](C)CO)C(=O)c2cc(NC(=O)Cc3ccccc3)ccc2O1	27	/	0.1	7
NCC[C@@H]1CC[C@@H](NC(=O)NC2CCCCC2)[C@H](CO)O1	/	2	-1.1	7
CCC(=O)N1C[C@H]2[C@@H](c3ccccc31)[C@@H](CO)N2Cc1ccccc1Cl	33	-7	2.5	-5
COC(=O)C[C@@H]1C[C@@H]2c3cc(N)ccc3O[C@@H]2[C@@H](CO)O1	34	2	8.3	-17
COc1ccc2c3c(n(C)c2c1)[C@H](CO)N(C(C)=O)CC31CN(C(=O)c2ccccc2)C1	/	-3	0.0	13
O=S(=O)(N[C@@H]1CC[C@H](CCn2cc(-c3ccccc3F)nn2)O[C@H]1CO)c1ccc(F)cc1	42	-1	0.4	-25
COCC(=O)N(C)C[C@@H]1Oc2ncc(C#Cc3ccc(OC)cc3)cc2C(=O)N([C@H](C)CO)C[C@H]1C	-15	-1	-4.8	26
COc1ccc(-c2cn(CC[C@@H]3CC[C@@H](NC(=O)Nc4ccc(F)cc4)[C@H](CO)O3)nn2)cc1	/	1	1.3	-31

Six compounds drawn at random from those above:
SMILES	Tcruzi prolif	C diff growth	KDM4C inh	Pf Dd2 growth
CCCNC(=O)C[C@H]1CC[C@@H]2[C@H](COC[C@H](O)CN2C(=O)Nc2ccccc2OC)O1	-120	/	0.2	8
C[C@H]1CN([C@@H](C)CO)C(=O)c2cccc(NS(=O)(=O)c3ccc(F)cc3)c2O[C@@H]1CN(C)C(=O)Nc1ccc(F)cc1	-3	-2	0.3	-3
CCC(=O)N1C[C@H]2[C@@H](c3ccccc31)[C@@H](CO)N2Cc1ccccc1Cl	33	-7	2.5	-5
C[C@H](CO)N1C[C@H](C)[C@@H](CN(C)Cc2ccncc2)OCCCC[C@H](C)Oc2ccc(NC(=O)c3ccccc3)cc2C1=O	-35	-5	1.7	-5
O=C(C[C@H]1CC[C@H]2[C@@H](COC[C@@H](O)CN2C(=O)Nc2ccc(Cl)cc2)O1)N1CCCCC1	4	/	6.9	4
CN(C)C(=O)c1cccc(-c2ccc3c(c2)[C@@H]2[C@@H](CCN2C(=O)c2ccccc2)[C@H](CO)N3C)c1	95	11	-0.6	-37

The list continues.
SMILES	Tcruzi prolif	C diff growth	KDM4C inh	Pf Dd2 growth
C[C@@H]1CN([C@@H](C)CO)C(=O)Cc2cc(NC(=O)Nc3ccc4c(c3)OCO4)ccc2O[C@@H]1CN(C)Cc1ccc(C(=O)Nc2ccccc2N)cc1	/	10	-1.1	-76
CCCC#Cc1ccc([C@H]2[C@H](CO)N3CCCCN(C(=O)c4ccc5c(c4)OCO5)C[C@@H]23)cc1	?	1	-0.1	12
C[C@H](CO)N1C[C@H](C)[C@H](CN(C)C(=O)Nc2ccc3c(c2)OCO3)Oc2c(NS(=O)(=O)c3cn(C)cn3)cccc2C1=O	-63	/	0.8	15
O=C(c1ccncc1)N1CC[C@@H]2[C@@H](CO)Nc3ccc(C4=CCCCC4)cc3[C@@H]21	38	-6	1.8	-5
COc1cccc(-c2cnc3c(c2)C(=O)N([C@@H](C)CO)C[C@@H](C)[C@@H](CN(C)C(=O)CN(C)C)O3)c1	28	3	-0.3	19
Cc1noc(C)c1NC(=O)NCC[C@@H]1CC[C@H](NC(=O)c2ccncc2)[C@@H](CO)O1	16	0	1.3	9
C[C@@H]1CCCCO[C@H](CN(C)C(=O)c2ccccc2)[C@H](C)CN([C@H](C)CO)C(=O)c2cc(NC(=O)c3ccncc3)ccc2O1	35	-1	-1.2	-2
C[C@@H]1CN([C@@H](C)CO)C(=O)c2cc(NS(=O)(=O)c3ccc(F)cc3)ccc2O[C@H]1CN(C)C(=O)Nc1ccc(C(F)(F)F)cc1	-5	15	-0.1	28
CO[C@H]1CN(C)C(=O)c2ccc(NC(=O)Nc3ccccc3)cc2OC[C@@H](C)N(C(=O)Nc2c(C)noc2C)C[C@@H]1C	-35	-5	0.7	-1
C[C@H](CO)N1C[C@H](C)[C@@H](CN(C)Cc2cccc3c2OCCCO3)OCc2ccccc2-c2ccccc2C1=O	-23	3	-0.7	-20
COCC(=O)Nc1ccc2c(c1)C(=O)N(C)C[C@@H](OC)[C@@H](C)CN(C(=O)c1ccccc1F)[C@H](C)CO2	-32	/	0.0	-46
Cc1ccccc1S(=O)(=O)N1CC[C@@H]2[C@H](CO)Nc3ccc(-c4ccccc4F)cc3[C@@H]21	110*	5	0.9	-12
C[C@@H]1CN([C@@H](C)CO)C(=O)c2cccc(NS(C)(=O)=O)c2O[C@H]1CN(C)S(=O)(=O)c1cn(C)cn1	60	/	-0.3	-4
O=C(C[C@@H]1CC[C@H]2[C@@H](COC[C@H](O)CN2S(=O)(=O)c2ccccc2)O1)NCc1ccc(-c2ccccc2)cc1	34	58&55	-6.3	-33
CC(C)CC#Cc1ccc2c(c1)O[C@H](CN(C)Cc1cccc(F)c1)[C@H](C)CN([C@@H](C)CO)S2(=O)=O	76	23	1.2	-72
CCCC(=O)Nc1ccc2c(c1)C(=O)N(C)[C@@H]1CC[C@H](CC(=O)NCc3ccccc3)O[C@H]1CO2	-2	6	1.6	-2
CN(C)CC(=O)Nc1ccc2c(c1)[C@H]1C[C@H](CC(=O)NCc3ccc(-c4ccccc4)cc3)O[C@H](CO)[C@H]1O2	81	-10	0.4	-31
CN(C)CC(=O)N1[C@@H]2Cn3c(ccc(-c4cccnc4)c3=O)[C@H]1[C@@H](C(=O)NC1CCCC1)[C@@H]2CO	/	-1	-0.3	40
C[C@H](CO)N1C[C@H](C)[C@H](CN(C)C(=O)Nc2cccc3ccccc23)Oc2ccc(NC(=O)Nc3cccc4ccccc34)cc2C1=O	9	-2	-8.3	-33
COc1ccc(CN(C)C[C@@H]2OCCCC[C@@H](C)Oc3ccc(NC(=O)Nc4c(C)noc4C)cc3C(=O)N([C@H](C)CO)C[C@@H]2C)cc1	-4	-11	-1.3	-7
C[C@H](CO)N1C[C@H](C)[C@@H](CN(C)C(=O)Nc2ccc3c(c2)OCO3)Oc2ccc(NC(=O)CCC(F)(F)F)cc2C1=O	36	-2	1.5	1
C[C@@H]1CN([C@@H](C)CO)C(=O)CCCn2nncc2CO[C@@H]1CN(C)C(=O)Cc1ccccc1	-9&-16	2&0	0.1	-18&20
CN1C(=O)c2cc(NC(=O)c3ccc(F)cc3)ccc2OC[C@H]2O[C@@H](CC(=O)NCC3CC3)CC[C@H]21	32	-2	-2.7	-8
Cc1ccc(S(=O)(=O)Nc2cccc3c2O[C@@H](CN(C)C(=O)NC(C)C)[C@H](C)CN([C@H](C)CO)C3=O)cc1	34	1	4.6	9
O=C(C[C@@H]1CC[C@@H]2[C@H](COC[C@H](O)CN2C(=O)c2ccncc2)O1)NC1Cc2ccccc2C1	7	5	2.6	0

Continued.
SMILES	Tcruzi prolif	C diff growth	KDM4C inh	Pf Dd2 growth
C[C@H]1CN([C@@H](C)CO)C(=O)c2cc(C#CC3CCCCC3)cnc2O[C@H]1CN(C)C(=O)NC1CCCC1	93	3	0.0	-60
C[C@H](NC(=O)C[C@H]1CC[C@H](NS(=O)(=O)c2cccc(F)c2)[C@@H](CO)O1)c1ccccc1	36	-6	-1.7	1
Cc1ccc(S(=O)(=O)N(C)C[C@H]2OCCCC[C@H](C)Oc3ccc(NC(=O)Nc4c(C)noc4C)cc3C(=O)N([C@@H](C)CO)C[C@H]2C)cc1	11	4	0.6	-67
OC[C@@H]1[C@H](c2ccc(Br)cc2)[C@H]2CN(Cc3ccccn3)CCCCN12	97*	7	0.7	-7
COc1ccc(NC(=O)N(C)C[C@@H]2Oc3ccc(NC(=O)CCCN(C)C)cc3C(=O)N([C@@H](C)CO)C[C@H]2C)cc1	/	-1	0.2	-2
CO[C@H]1CN(C)C(=O)c2ccc(NC(=O)CC(F)(F)F)cc2OC[C@@H](C)N(C(C)=O)C[C@@H]1C	/	-2	-1.8	0
COC(=O)C[C@@H]1C[C@@H]2c3cc(NC(=O)Nc4ccc(OC)cc4)ccc3O[C@@H]2[C@H](CO)O1	19	3	-0.4	-6
C[C@@H]1CN([C@@H](C)CO)C(=O)c2cc(NC(=O)CCC(F)(F)F)ccc2O[C@@H](C)CCCCO[C@H]1CN(C)C(=O)c1ccccc1	-3	-6	1.1	-28
CO[C@@H]1CN(C)C(=O)c2cc(NC(C)=O)ccc2OC[C@H](C)N(C(=O)CC2CC2)C[C@H]1C	-4	-2	0.0	6
CCCNC(=O)N(C)C[C@H]1Oc2cc(C#C[C@H](C)O)ccc2S(=O)(=O)N([C@H](C)CO)C[C@H]1C	16	1	-1.6	34
CCC(=O)N1[C@@H](CO)[C@@H](c2ccccc2)C12CN(C(=O)c1cnccn1)C2	/	3	-1.5	-3
Cc1ccc(S(=O)(=O)N(C)C[C@@H]2Oc3c(NS(=O)(=O)c4ccc(F)cc4)cccc3C(=O)N([C@@H](C)CO)C[C@H]2C)cc1	32	1	0.2	23
O=C(NCC[C@@H]1CC[C@H](NS(=O)(=O)c2cccc(F)c2)[C@@H](CO)O1)Nc1cc(F)ccc1F	12	-3	-3.3	16
COc1ccc(NC(=O)Nc2ccc3c(c2)[C@@H]2C[C@@H](CC(=O)N4CCN(C)CC4)O[C@H](CO)[C@@H]2O3)cc1	12	-3	2.5	12
C[C@H](CO)N1C[C@H](C)[C@H](CN(C)C(=O)C2CCCCC2)OCCCC[C@H](C)Oc2ccc(NS(=O)(=O)c3cn(C)cn3)cc2C1=O	-5	11	0.9	-31

Screening data deposited in PubChem BioAssay by Broad Institute.

Compounds were not picked by outcome. Share with any hit: about 6.7%.
